Screening data: PubChem BioAssay, Emory University Molecular Libraries Screening Center
14-3-3g Raf: modulators of human 14-3-3 gamma - Raf peptide interaction; inhibition, % at 40 µM; 0.19% of 160,000 active; AID 422; FP, 14-3-3gamma / TMR-pS259-Raf peptide binding; in the data active = inhibition above about 30%;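 also: 0% = protein plus tracer without compound and 100% = blank with tracer alone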
Target sequence (P61981 whole entry, looked up): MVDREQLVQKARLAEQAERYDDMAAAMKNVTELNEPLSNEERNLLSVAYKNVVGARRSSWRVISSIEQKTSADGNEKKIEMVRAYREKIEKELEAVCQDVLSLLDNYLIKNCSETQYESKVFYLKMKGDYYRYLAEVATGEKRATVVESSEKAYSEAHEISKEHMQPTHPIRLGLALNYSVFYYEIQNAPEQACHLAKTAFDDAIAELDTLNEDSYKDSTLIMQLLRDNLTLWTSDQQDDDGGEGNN
Starred values were filed as active, the others as inactive; & = joins results of further samples. These rows are one share of the data. The share of hits here may be higher or lower than overall.

SMILES	14-3-3g Raf
Cc1ccc(CCC(=O)Nc2nccs2)o1	-6
CCOC(=O)CSc1nc2cc(C(=O)N3CCC(C(N)=O)CC3)ccc2c(=O)n1-c1ccccc1	-6
Cc1nc2ccc(Br)cn2c1NC(C)(C)C	-3
Fc1ccc2c(c1)CN(c1ccccc1F)CO2	-16
N#Cc1nc(COc2ccc(Cl)cc2)oc1N1CCC(C(N)=O)CC1	4
Cn1c(=O)c2cc(C(=O)Nc3ccccc3F)sc2c2ccc(Cl)cc21	-13
CCC(C)NC(=O)C1c2cc(OC)c(OC)cc2C(=O)N(C)C1c1ccccc1F (stereo unspecified)	-2
CC(=O)N(C)C1(c2nnnn2CCOC(=O)Nc2cccc3ccccc23)CCCC1	-6
Cc1cc(C)nc(NS(=O)(=O)c2ccc(NC(=O)COc3c(C)ccc(C)c3C)cc2)n1	2
Cc1ccc(Cl)cc1NC(=O)CCC(=O)NCc1ccccc1	-3
CCOc1ccccc1-c1nc(-c2cc3ccc(C)cc3[nH]c2=O)no1	-7
CCOc1ccc(N2C(=O)CSC2c2ccccc2[N+](=O)[O-])cc1 (stereo unspecified)	-2
O=C(O)COc1ccc(C2C3=C(CCCC3=O)OC3=C2C(=O)CCC3)cc1	-3
O=C(CSc1nc2ccccc2s1)Nc1ccc2nc(SCC(=O)N3CCOCC3)sc2c1	-14
Cc1nc(=O)c(-c2ccccc2)c(C)n1-c1ccccc1C(=O)O	-2&1
S=c1nc(NCc2ccc3c(c2)OCO3)c2ccccc2[nH]1	1
CN1C(=O)C(Cc2ccc(Br)s2)C(=O)N(C)C1=O	3
CC(=O)Nc1sc2c(c1C(c1cccnc1)N1CCOCC1)CCCC2 (stereo unspecified)	1
COc1ccc(S(=O)(=O)N[C@@H](Cc2ccccc2)C(=O)N2CC[C@@]3(O)CCCC[C@H]3C2)cc1	-4
CC1CCc2nn(CC(=O)NCCCN3CCCC3=O)cc2C1 (stereo unspecified)	-2
CC1=CC(C)(C)N(C(=O)c2cccs2)c2ccc(OC(=O)c3cccs3)cc21	2
Cc1occc1-c1nnc(SCc2nnc(-c3ccc(Cl)cc3)o2)n1C	-11
Cc1c(Br)cc(C(=O)O)c(C)c1C	-7
CCn1c(SCC(=O)c2cccs2)nnc1-c1cccs1	-3
O=C1CC(c2ccccc2)C(=O)N1c1ccc(N2CCN(Cc3ccc(Cl)cc3)CC2)c([N+](=O)[O-])c1 (stereo unspecified)	-1

An excerpt of these results, bar-delimited.
Molecule | 14-3-3g Raf
Cc1cc(C)nc(NS(=O)(=O)c2ccc(NC(=O)COc3c(C)ccc(C)c3C)cc2)n1 | 2
Cc1ccc(Cl)cc1NC(=O)CCC(=O)NCc1ccccc1 | -3
CCOc1ccccc1-c1nc(-c2cc3ccc(C)cc3[nH]c2=O)no1 | -7
CCOc1ccc(N2C(=O)CSC2c2ccccc2[N+](=O)[O-])cc1 (stereo unspecified) | -2
O=C(O)COc1ccc(C2C3=C(CCCC3=O)OC3=C2C(=O)CCC3)cc1 | -3
O=C(CSc1nc2ccccc2s1)Nc1ccc2nc(SCC(=O)N3CCOCC3)sc2c1 | -14
Cc1nc(=O)c(-c2ccccc2)c(C)n1-c1ccccc1C(=O)O | -2&1
S=c1nc(NCc2ccc3c(c2)OCO3)c2ccccc2[nH]1 | 1
CN1C(=O)C(Cc2ccc(Br)s2)C(=O)N(C)C1=O | 3
CC(=O)Nc1sc2c(c1C(c1cccnc1)N1CCOCC1)CCCC2 (stereo unspecified) | 1
COc1ccc(S(=O)(=O)N[C@@H](Cc2ccccc2)C(=O)N2CC[C@@]3(O)CCCC[C@H]3C2)cc1 | -4
CC1CCc2nn(CC(=O)NCCCN3CCCC3=O)cc2C1 (stereo unspecified) | -2
CC1=CC(C)(C)N(C(=O)c2cccs2)c2ccc(OC(=O)c3cccs3)cc21 | 2
Cc1occc1-c1nnc(SCc2nnc(-c3ccc(Cl)cc3)o2)n1C | -11
Cc1c(Br)cc(C(=O)O)c(C)c1C | -7
CCn1c(SCC(=O)c2cccs2)nnc1-c1cccs1 | -3
O=C1CC(c2ccccc2)C(=O)N1c1ccc(N2CCN(Cc3ccc(Cl)cc3)CC2)c([N+](=O)[O-])c1 (stereo unspecified) | -1

(more compounds)
SMILES	14-3-3g Raf
CCSc1nnc(NC(=O)C(Cc2ccccc2)n2cccc2)s1 (stereo unspecified)	-7
N#Cc1c2n(c(=S)n(-c3ccccn3)c1=O)CCCCC2	-38
Cc1cn(C(=O)CN2C(=O)c3ccccc3C2=O)c(C)n1	5
CCC(C)(C(=O)NC1CCCCC1)N(Cc1cccs1)C(C)=O (stereo unspecified)	-1
N#Cc1nc(COc2ccccc2Cl)oc1NCc1cccnc1	-54
Cc1cc(-c2cccs2)c2c(n1)sc1c(=O)[nH]c(=O)[nH]c12	-11
CN(CCc1ccccn1)c1nc2ccsc2c(=O)s1	-11
O=C1CCCC2=C1C(c1cc([N+](=O)[O-])ccc1O)C1=C(N2)c2ccccc2C1=O (stereo unspecified)	-74
COc1ccc(CNC(=O)Nc2ccc(C)cc2)cc1	10
Cn1c(SCC(=O)Nc2cc(=O)n(C)c(=O)n2C)nnc1C12CC3CC(CC(C3)C1)C2	-1
COc1cccc(-n2c(=O)c3c(C)c(C(=O)N(C)C)sc3n(Cc3ccccc3F)c2=O)c1	-7
COc1cc(OC)cc(C(C(=O)NCc2ccccc2)N(Cc2ccco2)C(=O)c2ccno2)c1 (stereo unspecified)	-20
Cc1ccc(Cl)cc1NC(=O)CCCN1C(=O)c2cccnc2C1=O	-10
CCOCCCn1c(=N)c(C(=O)NCCN2CCOCC2)cc2c(=O)n3cccc(C)c3nc21	2
COc1ccccc1C1C(C(=O)c2cc3ccccc3o2)=C(O)C(=O)N1CCN1CCOCC1 (stereo unspecified)	-2
Cc1cc(C)n2cc(CSc3nnnn3-c3ccccc3)nc2n1	2
CCOC(=O)c1ccc2nc(C)cc(Nc3ccc(O)cc3)c2c1	-38
O=C(O)CCc1ccc(-c2ccc(Cl)cc2)n1-c1ccc(O)cc1	-12
CCN(CC)C(=O)CSc1nnc(-c2cnccn2)n1-c1ccccc1	-2
CC(=O)Oc1ccc2c(c1)C(C)=CC(C)(C)N2	0
C#CCn1c(=O)n(CC#C)c(=O)n(CC#C)c1=O	-13
COc1ccc(CC(=O)Nc2c3c(nn2-c2ccc(C)cc2C)CSC3)cc1	-8
COc1ccc(S(=O)(=O)N(CC(=O)Nc2cccc(C(F)(F)F)c2)Cc2ccccc2)cc1	3
CCOC(=O)C1=C(C)N=C2SC(CC)C(=O)N2C1c1ccc(OCC)cc1 (stereo unspecified)	-5
O=C(COc1ccc(F)cc1)Nc1nnc(C23CC4CC(CC(C4)C2)C3)s1	-22

More compounds
SMILES	14-3-3g Raf
CCc1nc(-c2ccccc2O)n(-c2ccccc2)n1	1
Cc1ccc(NC(=O)c2cc(S(=O)(=O)N(Cc3ccco3)CC3CCCO3)ccc2F)cc1Cl (stereo unspecified)	3
Cc1cccc(-c2nc3cc(N=Cc4cc(Cl)cc([N+](=O)[O-])c4O)ccc3o2)c1	-10
CCOC(=O)CNS(=O)(=O)c1ccc(S(=O)(=O)N2CCCC2)cc1	0
COc1ccc(-c2csc(=Nc3ccccc3)n2CCO)cc1	-7&-4
O=C(CS(=O)(=O)c1cn(Cc2ccc(Cl)cc2)c2ccccc12)N1CCCC1	-4
Cc1ccccc1Nc1nnc(SCC(=O)NCc2ccco2)s1	-13
CCN1C(=O)c2cccc3c(S(=O)(=O)N4CC(C)OC(C)C4)ccc1c23 (stereo unspecified)	-3
CC(=O)C(Sc1nc(-c2ccc(F)cc2)nc2c1c(=O)n(C)c(=O)n2C)C(C)=O	-3
O=c1oc2ccccc2cc1-c1nnc(NCc2ccc3c(c2)OCO3)s1	4
CCOc1ccc(N(CC(=O)Nc2cccc(Cl)c2)S(=O)(=O)c2c(C)noc2C)cc1	3
CC(=O)N1CCc2cc(S(=O)(=O)NCc3ccccc3Cl)ccc21	0
O=C(CN1c2cccc3cccc(c23)S1(=O)=O)Nc1ccc(OC(F)(F)Cl)cc1	-23
CN(C(=O)CSc1nc(-c2cccs2)cc(C(F)(F)F)n1)c1ccccc1	2
Cc1ccc2nc(-c3ccc(NC(=O)Nc4ccccc4)cc3)sc2c1	-33
Cn1cc(C(=O)OCC2CCN(CCNS(C)(=O)=O)CC2)c2ccccc21	-1
COCCNc1cc(C)c(C#N)c2nc3ccccc3n12	-7&-39
O=C(NCc1ccc(F)cc1)C1CCN(S(=O)(=O)c2cccc3cccnc23)CC1	9
Cn1c(CCNC(=O)c2ccco2)nc2cc(NC(=O)NC3CCCCC3)ccc21	-11
Cc1c(C(=O)NCCC(C)C)oc2ccc(S(=O)(=O)N3CC(C)CC(C)C3)cc12 (stereo unspecified)	-9
COCCOC(=O)c1c(C)oc2ccc(NS(=O)(=O)c3ccccc3)cc12	-1&-1
Cc1ccc(S(=O)(=O)N(CC(=O)N2CCc3ccccc3C2)c2ccc(F)cc2)cc1	-4
Cc1ccc2nc(NC(=O)CSc3nc(C)cc(C)n3)sc2c1	-5
Cc1ccc(-c2nc3ncccc3o2)cc1NC(=O)c1ccccc1[N+](=O)[O-]	-7
N=c1oc2ccc(Cl)cc2cc1C(=O)Nc1cccc(C(F)(F)F)c1	-32

Next part.
SMILES	14-3-3g Raf
O=C(CSc1nc2c(c(=O)n1-c1ccc(Cl)cc1)SCC2)N1CCOCC1	-1
COc1ccc(C2NC(C(=O)O)CS2)cc1COCC(F)(F)F (stereo unspecified)	-3
CC1(C)CC(=O)C=C(Nc2ccc(F)cc2)C1	-2
CN(C)C=NCCn1c(N2CCOCC2)nc2c1c(=O)n(C)c(=O)n2C	10
CCCCOC(=O)Cc1c(C)nc(SCc2ccccc2)[nH]c1=O	-2
O=C(Nc1cc(C(F)(F)F)cc(C(F)(F)F)c1)c1ccc2c(c1)OCCO2	-7
Cc1cccc(CN2CCN(S(=O)(=O)c3ccc([N+](=O)[O-])cc3)CC2)c1	7
Cc1cccc(N2CCN(C(=O)COc3cc(=O)n(C)c4ccccc34)CC2)c1C	-4
CCOc1ccc(C2=CC(c3cc(OC)c(OC)c(OC)c3)n3ncnc3N2)cc1 (stereo unspecified)	-1
O=C1c2ccc(-c3nc4ccccc4o3)cc2C(=O)N1c1ccc([N+](=O)[O-])cc1	2
O=C(O)c1ccc2c(c1)C(=O)N(c1ccc(Cl)cn1)C2=O	5&-1
COc1cc(C)nc(Oc2ccc(/C=N/O)cc2)n1	-3
CCSC1(SCC)N=C(N)C2(C#N)C(c3ccc(OC)c(OC)c3OC)C12C#N (stereo unspecified)	-4
CCCC(=O)OCn1c(=O)oc2cc(Cl)ccc21	1
CCOc1ccccc1NC(=O)C1CCN(S(=O)(=O)c2ccc(OC)c(OC)c2)CC1	1&0
O=C(NCC1CCCO1)c1ccc2c(c1)C(=O)N(c1cccc([N+](=O)[O-])c1)C2=O (stereo unspecified)	5
Cc1ccc(-c2cc(C(F)(F)F)n3ncc(C(=O)Nc4ccc(C)c(C)c4)c3n2)cc1	-2
O=C(c1cc2ccccc2c(=O)o1)N1CCc2ccccc2C1	2&-3
CCCCNS(=O)(=O)c1ccc2c(c1)CCN2C(C)=O	-2
CCC1CCC2(CC1)NC(=S)N(c1ccc(C)cc1)N2 (stereo unspecified)	-4
O=C(CCn1c(=S)[nH]c2ccccc2c1=O)Nc1ccc2c(c1)CCC2	-10
COC(c1cccs1)c1c(C)[nH]c2ccccc12 (stereo unspecified)	-4
COc1ccc(C2c3c(oc4ccccc4c3=O)C(=O)N2CCCN2CCOCC2)cc1 (stereo unspecified)	1
COc1ccc([N+](=O)[O-])cc1NC(=O)CNC(=O)Cn1cnc2ccccc2c1=O	0
CCC1(C)Oc2ccccc2C2CC(c3ccccc3)=NN21 (stereo unspecified)	-29

Further compounds follow:
SMILES	14-3-3g Raf
CN(CCC#N)C(=O)c1ccc(CNS(=O)(=O)c2ccc(F)cc2)cc1	1&-4
COc1cccc(Nc2nc(-c3ccc([N+](=O)[O-])cc3)nc3ccccc23)c1	-2
O=C(Nc1ccc(F)cc1)c1sc2ccccc2c1Cl	-9
O=C(CSc1ccc2nnc(-c3ccncc3)n2n1)NCc1ccco1	0
CS(=O)(=O)N(CCc1ccccc1)CC(=O)NCC1CCCO1 (stereo unspecified)	-9
CCC(C)NC(=O)c1ccc(CS(=O)(=O)c2ccc(OC)cc2)o1 (stereo unspecified)	-3
Nc1c(C(=O)Nc2cccc(F)c2)sc2nc(-c3cccs3)ccc12	-30
COc1ccccc1C(=O)Nc1ccc2c(c1)nc1n2CCSC1	-2
Cc1cc(C)nc(/N=C(\N)Nc2ccc(Cl)cc2C(=O)c2ccccc2)n1	-7
O=C1c2ccccc2S(=O)(=O)N1Cc1cccc(S(=O)(=O)N2CCOCC2)c1	-4
COc1ccccc1NC(=O)CC1C(=O)Nc2ccccc2N1C(=O)c1ccccc1 (stereo unspecified)	1
CC(=O)N1CCN=C1Nc1c(C)c(C)nn1C	6
COc1ccc(S(=O)(=O)N2CCC(C(=O)Nc3ccc(OCc4ccccc4)cc3)CC2)cc1	-3
COc1ccc(S(=O)(=O)N2CCN(CC(=O)c3ccc(O)c(O)c3)CC2)cc1	-6
COCCNc1nc(C)nc2sc(C)cc12	-1
Cc1cc2c(cc1C)NC(c1cccc([N+](=O)[O-])c1)C1=C(CC(C)(C)CC1=O)N2 (stereo unspecified)	-4
CN1CCN(C(=O)C2CC(=O)N(c3ccc(F)c(Cl)c3)C2)CC1 (stereo unspecified)	1
COc1cc(OC)cc(C2=NC(C)(C)CO2)c1	-9
CCC(C)NC(=O)CSc1nc2cc(OC)c(OC)cc2c2nc(C)nn12 (stereo unspecified)	-28
CCCOC(=O)c1sc2nc3c(c(-c4cccs4)c2c1N)CCCC3	-12
CCn1c(SCC(=O)NCc2ccco2)nnc1-c1cccs1	-12
CCN(CC)C(=O)c1ccc2c(c1)N(Cc1ccccc1F)C(=O)c1ccccc1S2	-8
Cc1ccc(/C(O)=C2\C(=O)C(=O)N(CCCC(=O)O)C2c2ccccc2F)cc1 (stereo unspecified)	-19
Cc1cc2ccccc2c(=O)n1CC(=O)N(C)Cc1ccccc1	-21
CCOc1ccccc1N1CCN(c2ccc(N3C(=O)C4CCCCC4C3=O)cc2[N+](=O)[O-])CC1 (stereo unspecified)	5
O=C(COC(=O)C1CC(=O)N(c2ccc(Br)cc2)C1)c1ccccc1 (stereo unspecified)	-10
CC(C)NC(=O)c1cc2n(n1)C(C(F)(F)F)CC(c1ccc(Cl)cc1)N2 (stereo unspecified)	-1
Cc1ccccc1C(=O)Nc1ccc(Cl)cn1	-4
